High-throughput results (PubChem)
OX1R antag-1 = OX1R (human) antagonism; O43613; OX1R-expressing cells, FRET antagonist read-out; inhibition, % at 6.6 µM; 330,000 compounds, 1.8% hits; AID 485270; in the data active = inhibition mostly above about 38%, no sharp cut-off; inactive = mostly below about 40%;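 also: 0% = agonist challenge alone and 100% = reference antagonist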
Target sequence (O43613 whole entry, looked up): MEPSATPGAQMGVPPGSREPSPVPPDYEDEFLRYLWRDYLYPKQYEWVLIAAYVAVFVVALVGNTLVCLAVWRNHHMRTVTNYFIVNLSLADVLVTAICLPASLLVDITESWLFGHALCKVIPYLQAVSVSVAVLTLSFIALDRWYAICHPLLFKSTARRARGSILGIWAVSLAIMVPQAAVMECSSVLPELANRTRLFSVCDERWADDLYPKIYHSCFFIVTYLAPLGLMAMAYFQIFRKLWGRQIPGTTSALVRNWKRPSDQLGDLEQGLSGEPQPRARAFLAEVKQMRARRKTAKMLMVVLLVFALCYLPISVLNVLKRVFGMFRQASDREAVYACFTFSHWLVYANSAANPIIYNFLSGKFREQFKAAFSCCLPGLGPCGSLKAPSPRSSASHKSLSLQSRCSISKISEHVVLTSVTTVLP
OX1R antag-2 = human HCRTR1 antagonism; 330,000 compounds, 0.43% hits; O43613; AID 434989; CHO/OX1R cells, Fluo-8 calcium fluorescence, orexin A; inhibition, % at 5 µM;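 active = inhibition above its plate's threshold, mean inhibition of all tested compounds on the plate plus 3 SD, cut at about 37% in these data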;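 also: 0% = orexin A challenge wells and 100% = SB-334867-A antagonist wells; not every result past the cut was called active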
* = called active by the depositor.

| OX1R antag-1 | OX1R antag-2 | smiles |
| --- | --- | --- |
| 15 | -15 | CC(C(=O)OCC(=O)c1cccc([N+](=O)[O-])c1)N1C(=O)C2C3CCC(C3)C2C1=O (stereo unspecified) |
| 16 | -26 | CC(=O)[C@@H]1[C@@H](C(=O)c2ccccc2)[C@]2(C(=O)Nc3ccccc32)[C@H]2C=Cc3cc(F)ccc3N12 |
| 10 | -20 | CSc1ncccc1C(=O)OCC(=O)NC1CCC(C)CC1 (stereo unspecified) |
| 8 | 1 | Cc1cc(N2C(=O)C(O)=C(C(=O)c3cc4ccccc4o3)C2c2ccc([N+](=O)[O-])cc2)no1 (stereo unspecified) |
| 14 | 5 | Cc1cc(NS(=O)(=O)c2ccc(N)cc2)no1 |
| 8 | -25 | Cc1ccc(S(=O)(=O)N(CCCN2CCCC2=O)Cc2cc3c(C)ccc(C)c3[nH]c2=O)cc1 |
| 0 | -21 | COc1ccc(S(=O)(=O)N2CCN(C)CC2)cc1C(=O)Nc1ccccc1 |
| 5 | -16 | CN1CCN(Cc2nc3ccccc3c(=O)n2Cc2nc(-c3ccc4ccccc4c3)cs2)CC1 |
| 6 | 5 | CN(C)C(=O)COn1c(SCC(=O)N(C)C)nc2ccccc2c1=O |
| 11 | -13 | CCCCCNC(=O)c1ccc2c(=O)n(CCOC)c(=O)[nH]c2c1 |
| 28 | -20 | COCC(O)CSc1c([N+](=O)[O-])nc(C)n1Cc1ccc(OC)c([N+](=O)[O-])c1 (stereo unspecified) |
| -4 | -14 | Cn1c(=O)c2ccccc2n2c(CCl)nnc12 |
| 29 | -28 | Cc1cccc(N(Cc2ccccc2)C(=O)c2cc(S(=O)(=O)N3CCOCC3)ccc2F)c1 |
| 14 | -16 | O=C(O)CCC(=NNC(=O)c1cccc(S(=O)(=O)N2CCCCC2)c1)c1ccccc1 |
| 4 | -5 | Cc1ccc(NC(=O)c2cc(S(=O)(=O)N3CCOCC3)cn2C)cc1F |
| 4 | -5 | COc1ccc(NC(=O)c2ccccn2)cc1S(=O)(=O)N1CCOCC1 |
| 16 | -24 | O=C(CCn1ccc2cc(S(=O)(=O)N3CCCC3)ccc21)NCc1ccccc1F |
| 11 | -11 | Cc1ccc(S(=O)(=O)N2CCN(C(=O)C(C)Cn3cncn3)CC2)cc1C (stereo unspecified) |
| 44 | -18 | COc1cccc(C(C(=O)NC(C)(C)C)N(Cc2ccc(F)cc2)C(=O)CCC(=O)Nc2cc(C)on2)c1OC (stereo unspecified) |
| 26 | -3 | CN(Cc1ccccc1)C(=O)CN(c1ccc(F)cc1)S(=O)(=O)c1ccc2c(c1)OCCO2 |
| 24 | -36 | CCC(OCC(O)CN1CCN(CCN2C(=O)c3cccc4cccc(c34)C2=O)CC1)c1ccccc1 (stereo unspecified) |
| 12 | -21 | COc1ccc(OC)c(CCNC(=O)CC2Oc3ccccc3NC2=O)c1 (stereo unspecified) |
| 10 | -24 | CCOC(=O)C1CCN(C(=O)C2(NC(=O)Nc3cccc(F)c3)CCCCC2)CC1 |
| 20 | -11 | Cc1cccc(N(C(=O)c2nsc(Cl)c2Cl)C(C(=O)NC2CCCC2)c2ccc(O)cc2)c1C (stereo unspecified) |
| 30 | -1 | O=C(Nc1cccnc1)OC1CCCC1 |
| 14 | -28 | Cc1onc(-c2ccc(Cl)cc2)c1-c1ccnc(SCC(=O)Nc2cc(Cl)cc(Cl)c2)n1 |
| 17 | -29 | CCOC(=O)Cc1csc(SCc2nc3ccccc3c(=O)[nH]2)n1 |
| 7 | -7 | COC(=O)c1nnn(CC(=O)NC(=O)Nc2c(C)cccc2C)c1C(=O)OC |
| 12 | -17 | CNC(=O)NC(=O)C(C)OC(=O)c1c(C)noc1C (stereo unspecified) |
| 75* | -11 | CC(C)CN(C(=O)COC(=O)c1ccc([N+](=O)[O-])o1)C1CCS(=O)(=O)C1 (stereo unspecified) |

Additional results follow.
| OX1R antag-1 | OX1R antag-2 | smiles |
| --- | --- | --- |
| 10 | -20 | O=[N+]([O-])c1ccc(-n2cccc2/C=N/Nc2nc(N3CCCCC3)nc(N3CCCCC3)n2)cc1 |
| 5 | -19 | CN(Cc1ccc(Cl)c(Cl)c1)C(=O)C1=CC=CN2CCS(=O)(=O)N=C12 |
| 24 | -16 | N#Cc1ccc(NC(=O)c2cc(S(=O)(=O)N3CCOCC3)ccc2N2CCCC2)cc1 |
| 21 | -4 | O=C(Nc1ccc(N2CCOCC2)c(Cl)c1)c1c(F)c(F)c(F)c(F)c1F |
| 12 | -13 | COCCn1nnnc1C(c1ccccc1)N1CCN(C(=O)c2ccco2)CC1 (stereo unspecified) |
| 7 | -12 | Cc1ccc(-n2c(-c3ccco3)nc3nc4ccccc4nc32)cc1 |
| 21 | 0 | Cn1c2ccccc2c(=O)c2ccc(F)cc21 |
| 2 | -22 | COc1ccc(CNC(=O)CCS(=O)(=O)c2cc3c(cc2Cl)NC(=O)CO3)cc1 |
| 13 | -26 | CC(CC(=O)N1CCN(S(=O)(=O)c2ccc([N+](=O)[O-])cc2)CC1)c1ccccc1 (stereo unspecified) |
| 23 | -18 | O=c1c2c3n(c(=O)nc2[nH]n1-c1ccccc1)CCCCC3 |
| 8 | -27 | O=C(COC(=O)c1cccc(S(=O)(=O)N2CCCC2)c1)Nc1ccccc1 |
| 4 | -23 | COC(=O)c1cc(OC)c(OC)cc1NC(=O)C(C)c1ccc([N+](=O)[O-])cc1 (stereo unspecified) |
| 31 | 3 | O=c1c2ccccc2c(C=NCCc2ccccc2)c(O)n1Cc1ccccc1 |
| 19 | -24 | CCCOc1ccc(-c2nnc(-c3cccs3)o2)cc1 |
| 60 | -19 | CC1=CC(C)(C)Nc2ccc(OC(=O)CN3C(=O)C4CCCCC4C3=O)cc21 (stereo unspecified) |
| 18 | -4 | O=C(NCCc1nc(-c2ccccc2)no1)c1ccccc1 |
| 19 | -36 | CCn1nnc(NC(=O)c2ccc(-c3ccc(Cl)cc3)o2)n1 |
| 50 | -17 | COc1ccc(-c2sc3ccccc3c2C#CCO)cc1 |
| 26 | -5 | Nn1c(Cc2ccccc2F)nnc1SCC(=O)N1CC(=O)Nc2ccccc21 |
| 21 | -9 | N#Cc1cccc(Oc2ccc(-c3cnc4ccccc4n3)cc2)c1C#N |
| 3 | -19 | Cc1ccc(NC(=O)CN(C)c2ccc(S(=O)(=O)N3CCN(C)CC3)cn2)cc1 |
| 8 | -5 | COC(=O)C1CC(O)CN1S(=O)(=O)c1cccs1 (stereo unspecified) |
| 4 | -16 | COc1cc(CCC(=O)OCC(=O)NCc2ccccc2)cc(OC)c1OC |
| 12 | -24 | CCOC(=O)C(=CNc1cc(C)nn1C(C)(C)C)C(=O)OCC |
| -5 | 5 | COCCN(C(=O)c1ccc(C)o1)c1c(N)n(CC(C)C)c(=O)[nH]c1=O |
| 5 | -11 | Cc1cccc(NC(=O)c2cc(-c3ccccn3)nc3ccccc23)c1C |
| 9 | -22 | CC(=O)c1sc(NC(=O)COc2ccc([N+](=O)[O-])cc2)nc1C |
| 19 | -19 | O=C(CC1C(=O)NCCN1Cc1c(F)cccc1Cl)NCc1ccccc1 (stereo unspecified) |
| 8 | 11 | Cc1c(C)c(C)c(/C=[N+](/C)[O-])c(C)c1C |
| 9 | -8 | Cc1nnc2ccc(N3CCCCC3)nn12 |

Next structures follow:
| OX1R antag-1 | OX1R antag-2 | smiles |
| --- | --- | --- |
| 15 | -14 | CCN(CC(=O)Nc1ccc(OC)cc1)C(=O)CSCC(=O)Nc1ccc(C)cc1 |
| 23 | -27 | COc1ccc(NC(=O)C(C)N2c3cccc4cccc(c34)S2(=O)=O)cc1 (stereo unspecified) |
| 29 | -23 | CN1Cc2ccccc2N(CC(=O)NCc2ccccc2)C1=O |
| 8 | -31 | CCOc1ccc(N2C(=O)CC(SC(=NC)Nc3cccc(OC)c3)C2=O)cc1 (stereo unspecified) |
| 11 | -7 | CCOc1ccc(NC(=O)CCn2cccc2)cc1 |
| -5 | -34 | CCOC(=O)CC(NC(=O)Cc1cccs1)c1ccccc1Cl (stereo unspecified) |
| 8 | -21 | O=C(Nc1nnc(-c2ccccc2Cl)o1)c1ccc(S(=O)(=O)N2CCCCCC2)cc1 |
| 21 | -28 | COc1cc(SC)ccc1C(=O)N1CCCCCC1 |
| 8 | -25 | Cc1cccc(NC(=O)c2ccc(NCCc3ccccc3)c([N+](=O)[O-])c2)c1 |
| 3 | 1 | O=C(COC(=O)c1cccc(O)c1)Nc1ccc(S(=O)(=O)N2CCOCC2)cc1 |
| 24 | -19 | CCOc1ccc(N(CC(=O)NCCc2ccc(F)cc2)S(=O)(=O)c2ccccc2)cc1 |
| 26 | -21 | Cc1ccc(-n2c(SCC(=O)N3CCOCC3)nnc2-c2cccnc2)cc1C |
| 4 | -13 | N#C/C(=C\c1cc2ccccc2nc1N1CCCCC1)C(N)=O |
| 29 | -28 | O=C(COC(=O)c1cc(-c2ccc(F)cc2)nc2ccccc12)NCC1CCCO1 (stereo unspecified) |
| 12 | -13 | O=C(Nc1ccc2c(c1)OCCO2)C1CC(c2ccc(F)cc2)=NO1 (stereo unspecified) |
| 19 | -6 | COc1ccc(-c2nn(-c3ccccc3)cc2/C=C/C(=O)N2CCN(c3ccccn3)CC2)cc1 |
| 2 | 12 | CC[C@]12c3[nH]c4ccc(OC)cc4c3CCN1C(=O)C(CC(=O)NCc1ccc(OC)c(OC)c1)C[C@@H]2C(=O)N1CCN(C(=O)C2CC2)CC1 (stereo partly specified) |
| 11 | -12 | O=C(CN1C(=O)S/C(=C\C=C\c2ccccc2)C1=O)N1CCCCC1 |
| 65* | 7 | Nc1nnnn1/N=C\c1ccc(Cl)c([N+](=O)[O-])c1 |
| -2 | 12 | C[C@H](NC(=O)Nc1cccc(C(F)(F)F)c1)C(=O)O |
| 3 | -10 | CC(=O)c1cccc(NC(=O)CCn2c(=O)oc3ccccc32)c1 |
| 13 | 11 | C[C@]12CC[C@@H]3c4ccc(O)cc4CC[C@H]3[C@@H]1CC[C@@H]2O |
| 7 | -1 | CCc1ccccc1NC(=O)c1cc2ncc(Br)cn2n1 |
| 11 | -14 | c1ccc(CNCc2ccc3c(c2)OCO3)nc1 |
| 35 | -37 | CC1=C(C(=O)Nc2ccccc2C(=O)NC2CCCCC2C)SCCO1 (stereo unspecified) |
| -1 | 10 | Fc1ccccc1C1CC(c2ccco2)=Nc2ccccc2S1 (stereo unspecified) |
| 23 | -15 | COc1cc(C)nc(OCCNS(=O)(=O)c2cc(C)ccc2C)n1 |
| 18 | -33 | CCCn1cc(S(=O)(=O)c2ccc(OC)cc2)c(=O)c2cc(OCC)ccc21 |
| 10 | 19 | CC(C)c1ccc(NC(=O)c2ccc3c(c2)C(=O)N(Cc2cccnc2)C3=O)cc1 |
| 8 | -6 | Cn1c(=O)oc2cc(S(=O)(=O)N3CCC(C(=O)NCCc4ccccc4)CC3)ccc21 |

The results go on:
| OX1R antag-1 | OX1R antag-2 | smiles |
| --- | --- | --- |
| 16 | -21 | Cc1ccc(S(=O)(=O)N2Cc3ccccc3CC2C(=O)Nc2cc(C)on2)cc1 (stereo unspecified) |
| 10 | -10 | C#CCOCCOCCOCCNc1nc(N2CCN(C(=O)Cn3cc(CCCN=C(N)N)nn3)CC2)nc(N2CCN(C(=O)[C@H](CCCCN)n3cc(CCC(=O)O)nn3)CC2)n1 |
| 19 | 3 | Cc1ccc(NC(=S)NC(NC(=O)c2ccccc2C)C(Cl)(Cl)Cl)c(C)c1 (stereo unspecified) |
| 16 | -29 | Cc1ccccc1-c1nnc(SCc2ccccc2)o1 |
| 8 | 7 | CC(=O)OCC1OC(n2ccc(=O)[nH]c2=O)C(O)C1O (stereo unspecified) |
| 15 | -21 | CC(C)NC(=O)Cn1c(SCC(=O)N2CCc3ccccc3C2)nc2ccccc21 |
| 22 | 10 | Cc1ccc(OCC(=O)N2CCN(S(=O)(=O)c3ccccc3)CC2)c([N+](=O)[O-])n1 |
| 15 | -6 | CCCN1CCN(CCCNC(=O)c2cc3c(=O)n(C)c4ccccc4c3n2C)CC1 |
| 8 | -28 | O=C(CN1CCN(Cc2ccccc2)CC1)Nc1ccc(S(=O)(=O)N2CCOCC2)cc1 |
| 9 | -4 | COc1cccc(N2CCN(C(=O)c3cccc(NC4=NC5CS(=O)(=O)CC5S4)c3)CC2)c1 (stereo unspecified) |
| -4 | -13 | Cc1ccccc1-c1oc(C)c(C)[n+]1[O-] |
| 19 | -29 | O=C(CCC1CCCN(C(=O)Cc2ccc(F)cc2)C1)N1CCN(c2ccccn2)CC1 (stereo unspecified) |
| 16 | -9 | CN(Cc1nccn1C)C(=O)c1cc(COc2ccc3ncccc3c2)on1 |
| -2 | -6 | O=C(COC(=O)C1CC2CCCC(C1)C2=O)NC(=O)c1ccccc1 (stereo unspecified) |
